Neddylation inh: inhibitors of cullin neddylation, primary screen, biochemical, TR-FRET, uHTS, NAE and Ubc12. AID 651699, 2012. NEDD8-conjugating enzyme Ubc12 (Homo sapiens) + NEDD8-activating enzyme E1 regulatory …. calls only at 25 µM. 0.58% of 360,000 active; in the data active = inhibition above about 36%
NRP1-CendR mod: modulators of CendR peptide binding to NRP-1, primary screen, biochemical, fluorescence polarization, uHTS. FAM-RPARPAR peptide binding to NRP-1. 0.85% of 360,000 active. inhibition, % at 25 µM. Neuropilin-1 (Homo sapiens), O14786;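 active = inhibition or corrected inhibition above about 18%, plus a signal ratio from 0.5 to 1.5, limit read from the data, passing the limit was not always enough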; note: strong numbers were not always called active
SKN-1 block: suppressors of acrylamide-induced Pgst-4::GFP reporter in worms, primary screen, SKN-1 inhibitor project, whole organism, uHTS, GFP/RFP fluorescence ratio, strain VP596; inhibition, % at 21.8 µM; C. elegans VP596 Pgst-4::GFP/RFP ratio, 24 h; 0.49% of 360,000 active;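 active = interference check ratio from 0.5 to 1.5 plus GFP to RFP signal ratio inhibition reaching or exceeding a fixed threshold, cut at about 30% in these data, passing the limit was not always enough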; note: some compounds called inactive have numbers as strong as hits
Scp-1 inhibitor: Scp-1 phosphatase inhibitors, primary screen, biochemical, colorimetric, uHTS | Carboxy-terminal domain RNA polymerase II polypeptide A small phosphatase 1 (Homo … | Recombinant Scp1, phosphopeptide, malachite green phosphate absorbance | inhibition, % at 20 µM | 0.88% of 340,000 active | AID 493091, 2011;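 active = inhibition above about 50% at 20 µM, limit read from the data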;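 note: plate controls were DMSO wells with enzyme for no effect and wells lacking enzyme for full effect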
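Assay system: SCP-1 catalytic fragment, aa 76-261 | Buffer or medium: Tris acetate buffer pH 5.5 with MgCl2 and Tween-20 | Compound: One concentration, 20 µM, with 1.0% DMSO | Also added: Phospho 17-mer peptide substrate | Signal: Absorbance at 630 nm | Incubation: 45 min enzyme reaction at room temperature | Measure: % inhibition of SCP-1 phosphate liberation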
LMPTP inh: LMPTP phosphatase inhibitors, primary screen, biochemical, fluorescence intensity, uHTS | inhibition, % at 20 µM | AID 651560, 2012 | recombinant LMPTP-A, OMFP fluorogenic substrate | 0.22% of 360,000 active | Low molecular weight phosphotyrosine protein phosphatase (Homo sapiens), P24666;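 active = compounds that cut the enzyme signal by at least half of the control window in the single-dose screen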;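 note: plate controls were DMSO wells with enzyme plus substrate for no effect and substrate without enzyme for full effect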
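Test system – LMPTP-A phosphatase enzyme · Quantity – 0.625 nM LMPTP-A final · Reagent – OMFP substrate, 400 µM final · Dosing – one test concentration per compound, 20 µM, with 3% DMSO overall · Timing – 50 min enzyme reaction at room temperature, protected from light · Detection – fluorescence intensity · Controls – substrate-only low control, DMSO enzyme-plus-substrate high control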
STEP block: STEP phosphatase inhibitors, primary screen, biochemical, fluorescence intensity, uHTS; recombinant STEP, OMFP fluorogenic substrate; inhibition, % at 20 µM; 0.25% of 360,000 active;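 active = inhibition at 20 µM, scaled per plate between control wells, above about 37%, limit read from the data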;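 note: 0% = DMSO with enzyme and substrate and 100% = substrate only without enzyme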
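System: isolated STEP enzyme; schedule: 20 min enzyme reaction at room temperature, protected from light; medium: Bis-Tris buffer pH 6.0, 2.5 mM DTT, 0.005% Tween 20; signal: fluorescence, 480/540 nm; dosing: single compound dose of 20 µM, 1% DMSO final; also added: OMFP substrate, 25 µM final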
SUMO1-SIM PPI: modulators of SUMO1 protein-protein interactions, primary screen, biochemical, uHTS. Small ubiquitin-related modifier 1 (Homo sapiens), P63165. SUMO1 binding to a labelled peptide, TR-FRET, 1 h. inhibition, % at 20 µM. 0.33% of 360,000 active. AID 602429, 2012; in the data active = inhibition above about 37%
Tb MetRS inh: T. brucei MetRS inhibitors, primary screen, biochemical, luminescence; AID 624268, 2012; purified T. brucei MetRS, ATP depletion, Kinase-Glo luminescence; inhibition, % at 11.9 µM; methionyl-tRNA synthetase (Trypanosoma brucei brucei); 0.4% of 360,000 active;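 active = inhibition above a per-plate cutoff of the control wells' mean inhibition plus 3 SD, cut at about 5.5% in these data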;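 note: 0% = DMSO wells median and 100% = median of wells with control inhibitor compound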
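Assay system: T. brucei methionyl-tRNA synthetase, purified | Medium: HEPES buffer with MgCl2, KCl, DTT, spermine, BSA, pyrophosphatase | Compound: 11.9 µM single point | Incubation: 15 min enzyme-compound preincubation, 2 h reaction, 10 min detection, 25 °C | Measured by: Kinase-Glo luciferase luminescence reporting remaining unconsumed ATP | Measure: % inhibition normalized to control-well medians | Replication: Singlicate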
DNMT1 inh: human DNMT1 methyltransferase inhibitors, primary screen, biochemical, molecular beacon, fluorescence, HinP1I cleavage, uHTS | DNA (cytosine-5)-methyltransferase 1 (Homo sapiens), P26358 | inhibition (reported as % activation of signal), % at 10 µM | 0.83% of 360,000 active | AID 588458, 2011; in the data active = inhibition above about 50%
Target sequence (P26358 504-1616 limits assumed): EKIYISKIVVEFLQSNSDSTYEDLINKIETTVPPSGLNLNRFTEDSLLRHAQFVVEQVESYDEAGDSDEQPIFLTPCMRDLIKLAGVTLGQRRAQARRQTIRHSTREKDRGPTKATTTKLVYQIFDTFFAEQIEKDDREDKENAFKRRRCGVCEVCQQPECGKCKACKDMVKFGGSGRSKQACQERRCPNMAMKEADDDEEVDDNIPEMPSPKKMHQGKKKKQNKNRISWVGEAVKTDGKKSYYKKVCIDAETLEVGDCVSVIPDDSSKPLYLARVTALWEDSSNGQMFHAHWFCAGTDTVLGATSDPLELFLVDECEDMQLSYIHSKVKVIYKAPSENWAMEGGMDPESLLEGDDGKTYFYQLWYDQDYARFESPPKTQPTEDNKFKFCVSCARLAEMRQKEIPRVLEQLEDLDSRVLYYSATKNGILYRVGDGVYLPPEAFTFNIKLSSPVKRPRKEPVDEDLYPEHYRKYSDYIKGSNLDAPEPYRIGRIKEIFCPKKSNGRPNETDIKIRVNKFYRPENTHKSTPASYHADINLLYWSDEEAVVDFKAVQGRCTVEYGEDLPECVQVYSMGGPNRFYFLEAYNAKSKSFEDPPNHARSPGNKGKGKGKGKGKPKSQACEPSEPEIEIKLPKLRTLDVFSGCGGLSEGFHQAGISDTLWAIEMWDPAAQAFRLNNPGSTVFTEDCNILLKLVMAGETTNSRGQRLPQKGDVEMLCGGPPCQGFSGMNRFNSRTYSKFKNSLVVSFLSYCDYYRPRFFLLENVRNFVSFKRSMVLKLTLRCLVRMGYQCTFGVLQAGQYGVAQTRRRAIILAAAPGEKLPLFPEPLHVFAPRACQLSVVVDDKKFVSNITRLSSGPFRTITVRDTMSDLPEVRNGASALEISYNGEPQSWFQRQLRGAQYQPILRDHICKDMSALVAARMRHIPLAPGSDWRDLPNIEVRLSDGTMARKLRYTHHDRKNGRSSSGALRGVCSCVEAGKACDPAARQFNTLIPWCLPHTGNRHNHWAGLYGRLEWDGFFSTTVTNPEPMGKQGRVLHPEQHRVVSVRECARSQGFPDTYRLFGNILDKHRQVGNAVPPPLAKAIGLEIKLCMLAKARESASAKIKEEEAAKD
NadD inh: inhibitors of S. aureus NadD, primary screen, biochemical, colorimetric, uHTS | Nicotinate-nucleotide adenylyltransferase NadD (Staphylococcus aureus N315) | purified NadD enzyme, colorimetric absorbance read-out | inhibition, % at 20 µM | 0.78% of 360,000 active; in the data active = inhibition above about 26%; note: some compounds past the cut are filed as inactive
* marks the source's active call; other numbers are inactive results; i = inactive; x = not tested or not shown. Rows are unselected; about 4.6% have a hit in one of these screens.

canonical_smiles,Neddylation inh,NRP1-CendR mod,SKN-1 block,Scp-1 inhibitor,LMPTP inh,STEP block,SUMO1-SIM PPI,Tb MetRS inh,DNMT1 inh,NadD inh
O=C(O)c1cc(=O)c2c(Cl)cc(Cl)cc2[nH]1,i,-1,-20,-6,-0.2,-4,-1,-1.2,-1,0
CC1CN(c2nc3ccccn3c(=O)c2/C=C(\C#N)C(=O)N2CCOCC2)CC(C)O1 (stereo unspecified),i,0,-1,-10,1.0,-2,-10,-0.9,-1,-2
COc1cc2cc(CCCOC(=O)c3ccco3)oc(=O)c2cc1OC,i,8,23,-8,0.4,-1,-5,-0.2,0,1
Cc1cc(OCC(=O)OCC(=O)Nc2cc(C(F)(F)F)ccc2N2CCOCC2)ccc1Cl,i,14,1,1,2.1,0,-8,0.2,2,-9
COc1ccc(F)cc1C(=O)COC(=O)c1n[nH]c(=O)c2ccccc12,i,8,2,-4,-0.5,-3,4,-0.4,0,0
CCCCn1c(N)c(N(CCOC)C(=O)c2cc(-c3ccccc3)nc3ccccc23)c(=O)[nH]c1=O,i,-8,7,45,-0.2,-2,1,-0.3,0,4
COc1ccc(C(=O)Nc2cccc(/C=C(\CCC(=O)O)c3nc4ccccc4s3)c2)cc1,i,-46,6,6,4.6,-7,-3,0.5,-6,55*
CCCNC(=O)c1cccc(COCC(F)(F)F)c1,i,1,-31,5,-0.6,4,2,-0.9,-1,-3
Cc1cc(-n2nc(C)cc2C)nc(N)n1,i,2,17,0,2.1,1,-4,-0.1,1,0
O=C(c1ccc(N2CCCC2)c([N+](=O)[O-])c1)N1CCN(CCO)CC1,i,-1,6,4,-0.3,3,-16,0.3,11,2
COc1ccc(C(C)(C)C)cc1NC(=O)c1cncc(Br)c1,i,-12,9,-2,1.6,1,-2,-1.3,-3,0
CCN(CC)c1ccc(/C=N/NC(=O)c2cc3ccccc3[nH]2)cc1,x,-8,-1,-5,1.3,5,-20,-0.5,-1,5
CN[C@H](C)C(=O)NC[C@H]1O[C@@H](n2ccc(N)nc2=O)[C@H](O)[C@@H]1O,i,-6,-6,x,-0.9,2,3,-1.2,-3,-4
CCCCc1nc2cc(C(=O)NCCc3cnn(C)c3)ccc2o1,i,15,17,-10,-0.4,0,-2,-0.3,0,2
COc1ccc(C(C(=O)NC2CCCCC2)N(C(=O)CCl)c2ccc(OC)cc2)cc1 (stereo unspecified),i,8,7,-4,-1.5,-2,4,0.5,16,0
Cc1cccc(C2=NN(c3ccccc3)[C@@H](C(=O)N3CCOC3=O)[C@@H]2c2ccccc2)c1,i,-19,6,-9,3.1,-2,-2,0.7,-7,9
COc1cc(NC(=S)N2CCN(Cc3ccccc3)CC2)cc(OC)c1,i,0,-4,-5,0.9,6,1,-0.9,2,4
CCCCCCSc1ccc([C@H]2N[C@@](C)(C(=O)OC)[C@H]3C(=O)N(CC)C(=O)[C@@H]23)cc1,i,2,12,-3,2.6,5,6,-0.3,10,-5
Cc1cccc(NCc2n[nH]c(=S)n2-c2ccccc2)c1,i,-2,-3,1,-1.2,0,-2,-0.1,-1,4
O=C(CN1CCN(c2ccc(F)cc2)CC1)Nc1nnc(-c2ccccc2)s1,i,-2,9,3,-0.4,1,-2,-0.2,6,2
CCn1c(CNC(=O)Cc2ccc(OC)cc2)nnc1SCCOc1ccccc1,i,5,-9,-13,-0.7,-1,-1,-0.1,-4,0
CCOCCCNC(=O)CN1C(=O)COc2ccc(S(=O)(=O)N3CCCC3)cc21,i,11,-8,-9,-0.6,-1,2,-0.1,2,-2
Cc1cc(C)c(Cn2cnc3ccccc32)c(C)c1,i,17,7,7,0.2,-2,-1,-1.3,-1,4
Cc1cc(C(=O)N2CCC2(C)C(=O)Nc2cccc3ccccc23)nn1C (stereo unspecified),i,8,11,x,0.0,1,-3,-0.3,8,3
CCOC(=O)c1cccc(Nc2nc(-c3cccnc3)nc3ccccc23)c1,i,-17,4,-7,5.3,0,2,-0.5,-16,-6

Following part
canonical_smiles,Neddylation inh,NRP1-CendR mod,SKN-1 block,Scp-1 inhibitor,LMPTP inh,STEP block,SUMO1-SIM PPI,Tb MetRS inh,DNMT1 inh,NadD inh
CCOc1ncccc1C(=O)OCC(=O)Nc1ccc2c(c1)OCCO2,i,8,11,-6,-0.7,-2,3,-0.2,3,1
CCC(OC(=O)c1ccco1)C(=O)NCc1ccc(C)cc1 (stereo unspecified),i,-4,-25,-3,-2.1,-5,-1,-0.4,1,-8
CC1=NCCN1S(=O)(=O)c1c(C(C)C)cc(C(C)C)cc1C(C)C,i,1,1,9,-0.4,2,-5,-1.1,-3,2
CCC(Oc1ccccc1)C(=O)Nc1nnc(C(F)(F)F)s1 (stereo unspecified),i,-3,-1,-2,-0.7,0,0,-1.3,3,-1
CCOC(=O)c1c(NC(=O)CSc2nnc(C)c(=O)[nH]2)sc2c1CCC2,i,-14,-22,1,2.5,4,15,1.1,2,11
COc1ccc(-c2cn3ccccc3n2)cc1,x,-9,11,-16,-0.6,3,0,-3.3,-7,-7
CCCNC(=O)N1CCN(c2ncccn2)CC1,i,-7,4,-2,-0.7,2,2,-0.2,0,2
CCOC(=O)c1cnc(SCC(=O)Nc2cc(OC)ccc2OC)nc1N,i,4,16,-9,0.4,-9,-1,-0.4,-2,-3
O=S(=O)(O)CCS,i,-8,1,-4,-1.5,-1,3,-1.1,0,-1
C=C1C(=O)[C@]23C[C@H]1CCC2[C@]1(C)C(=O)CC[C@@](C)(C(=O)O)C1C[C@@H]3O (stereo partly specified),i,4,6,x,-1.3,2,9,-0.9,1,0
Cc1ccc(F)cc1NC(=O)c1ccc(OCC2CCCO2)cc1 (stereo unspecified),i,-2,18,-5,-1.6,-3,0,-0.5,2,-7
O=C(CN1CCC(O)(c2ccc3c(c2)OCO3)CC1)OC1CCCCC1,i,2,-7,-5,-1.4,-1,1,-0.1,0,-3
CCCc1cc(=O)oc2cc(OCC(=O)NCCc3ccc(S(N)(=O)=O)cc3)ccc12,i,3,25,-3,-0.2,-1,8,0.3,-1,3
CCCCOC(=O)CSCC(=O)N1N=C(c2cccs2)CC1c1ccc(F)cc1 (stereo unspecified),x,-5,3,-10,3.0,2,-6,-1.1,0,-2
CCn1c(C)nc2cc(C(=O)OC)ccc21,i,2,4,1,0.4,1,3,-2.5,8,-1
CCOC(=O)c1c(C)oc2c1c1c(c3ccccc32)OCN(CCCC(=O)O)C1,i,-7,4,-4,4.5,11,-7,0.2,-9,7
CCC(CC)C(=O)Nc1c(C(=O)N2CCN(c3ccccc3)CC2)oc2ccccc12,i,6,4,-7,1.8,2,-1,-0.3,3,-5
CCCn1nnc(NC(=O)c2ccc(OCC)c(Cl)c2)n1,i,-2,-2,-1,-0.5,2,-5,-1.6,4,-5
COc1cccc(C(C(=O)NC2CCCCC2)N(C(=O)Cc2cccs2)c2ccc(-n3cnnn3)c(OC)c2)c1 (stereo unspecified),i,-2,10,9,0.5,6,3,0.5,1,2
C=C(C)CSc1nnc([C@@H](NC(=O)OC(C)(C)C)C(C)CC)o1 (stereo partly specified),i,3,-9,-11,0.1,2,4,-0.1,1,-2

One compound at a time, as listed above.
Record of CC1CN(c2nc3ccccn3c(=O)c2/C=C(\C#N)C(=O)N2CCOCC2)CC(C)O1 (stereo unspecified) = Neddylation inh = i; NRP1-CendR mod = 0; SKN-1 block = -1; Scp-1 inhibitor = -10; LMPTP inh = 1.0; STEP block = -2; SUMO1-SIM PPI = -10; Tb MetRS inh = -0.9; DNMT1 inh = -1; NadD inh = -2
Record of Cc1cccc(NCc2n[nH]c(=S)n2-c2ccccc2)c1 = Neddylation inh = i; NRP1-CendR mod = -2; SKN-1 block = -3; Scp-1 inhibitor = 1; LMPTP inh = -1.2; STEP block = 0; SUMO1-SIM PPI = -2; Tb MetRS inh = -0.1; DNMT1 inh = -1; NadD inh = 4
Record of CCOCCCNC(=O)CN1C(=O)COc2ccc(S(=O)(=O)N3CCCC3)cc21 = Neddylation inh = i; NRP1-CendR mod = 11; SKN-1 block = -8; Scp-1 inhibitor = -9; LMPTP inh = -0.6; STEP block = -1; SUMO1-SIM PPI = 2; Tb MetRS inh = -0.1; DNMT1 inh = 2; NadD inh = -2
